# OX1R antag-1 = antagonists of human orexin 1 receptor (OX1R). inhibition, % at 6.6 µM. AID 485270. OX1R-expressing cells, FRET antagonist read-out. O43613. 330,000 tested, 1.8% active; in the data active means inhibition mostly above about 38%, no sharp cut-off; inactive means mostly below about 40%;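 further: 0% = agonist challenge alone and 100% = reference antagonist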
# Target sequence (O43613 whole entry, looked up): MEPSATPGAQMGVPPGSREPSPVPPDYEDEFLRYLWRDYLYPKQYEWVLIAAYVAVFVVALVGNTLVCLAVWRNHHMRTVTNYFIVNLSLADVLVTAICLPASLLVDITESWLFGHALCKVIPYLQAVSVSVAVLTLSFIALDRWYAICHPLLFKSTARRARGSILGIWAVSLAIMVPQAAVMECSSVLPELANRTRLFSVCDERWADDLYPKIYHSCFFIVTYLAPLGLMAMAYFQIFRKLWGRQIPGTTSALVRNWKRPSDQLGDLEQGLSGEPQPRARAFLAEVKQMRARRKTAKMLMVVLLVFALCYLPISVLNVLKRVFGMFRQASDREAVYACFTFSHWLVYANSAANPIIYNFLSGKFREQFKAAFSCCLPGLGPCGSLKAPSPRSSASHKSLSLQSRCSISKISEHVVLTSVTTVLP
# OX1R antag-2 = antagonists of human orexin 1 receptor | CHO/OX1R cells, Fluo-8 calcium fluorescence, orexin A | O43613 | inhibition, % at 5 µM | AID 434989 | 330,000 tested, 0.43% active;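 active means inhibition above its plate's threshold, mean inhibition of all tested compounds on the plate plus 3 SD, cut at about 37% in these data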;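 further: 0% = orexin A challenge wells and 100% = SB-334867-A antagonist wells; not every result past the cut was called active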
# * hit, by the source's call. Compounds were not picked by outcome; any-hit rate near 2%.
# Values run as follows: OX1R antag-1	OX1R antag-2
- CN(CC(=O)Nc1cccc(F)c1)C(=O)C1CC(=O)N(CCc2ccccc2)C1 (configuration not stated)
→ 12	-29
- CCCCNC(=O)CCNS(=O)(=O)c1ccc(Br)cc1
→ 4	-18
- C/C(=N\NC(=O)CSCc1cccc(Br)c1)c1ccc([N+](=O)[O-])cc1
→ 20	-16
- CC(=O)Nc1ccc(NC(=O)[C@@H]2CCCN2S(=O)(=O)c2ccc3c(c2)OCCO3)cc1
→ 20	-15
- CCCCCCCCN1[C@@H](CC(=O)OCC)c2cc(C(F)(F)F)ccc2S1(=O)=O
→ 6	-46
- CCN(C(=O)c1cc2c(=O)n3ccccc3nc2n1C)C1CCCCC1
→ 22	-23
- COC(=O)c1cc(Br)ccc1NC(=O)CCNC(=O)c1ccco1
→ 3	-33
- Cc1cccc(NC(=O)c2cnn(-c3ccccc3)c2C)c1C
→ 1	-5
- Clc1ccc(CN2C3=NCCCN3c3ccccc32)c(Cl)c1
→ 5	-22
- COc1ccc(C2C(C(=O)N3CCC(C(N)=O)CC3)CC(=O)N2c2ccc(OC)cc2)cc1 (configuration not stated)
→ 1	-8
- CCOc1cccc(SCc2noc(C(=O)NCC3CCCO3)c2C(=O)O)c1 (configuration not stated)
→ 4	-1
- O=C(COC(=O)/C=C/c1ccc(OC(F)F)cc1)NCCN1C(=O)CSC1=O
→ 1	-4
- NS(=O)(=O)c1cccc(NC(=O)COC(=O)CNC(=O)c2ccc(-c3ccccc3)cc2)c1
→ 10	16
- Nn1c(COc2ccccc2F)nnc1SCC(=O)NC1CC1
→ 21	-1
- COc1ccc(CCC(=O)NCCc2ccc(OC)c(OC)c2)cc1
→ -1	-27
- Cc1cc(=O)n2ccccc2c1C#N
→ 20	2
- O=C(NCCCN1CCOCC1)c1ccccc1N1C(=O)[C@@H]2Cc3c([nH]c4ccccc34)C(c3cccc(Cl)c3)N2C1=O (some centres not stated)
→ 2	-17
- CCN(CC)C(=O)Cn1cc(SCC(=O)NC2CCCC2)c2ccccc21
→ 19	-1
- Cc1ccc(S(=O)(=O)Cc2ccc(C(=O)NCc3ccc4c(c3)OCO4)o2)cc1
→ 10	-28
- CC(=O)C1=C(O)C(=O)N(c2cccc(Br)c2)C1c1ccccc1Cl (configuration not stated)
→ 23	5
- CCOc1cc(S(=O)(=O)NCCN2CCOCC2)c(C)cc1C
→ 37	-36
- COCCn1c(SCC(=O)NCc2ccc3c(c2)OCO3)nnc1-c1c[nH]c2ccccc12
→ 21	-21
- C[n+]1cnn2c1SCC1(COC1)C2
→ -4	-3
- COc1cc(OC)cc(C(=O)NNC(=O)CCc2nc3ccccc3c(=O)[nH]2)c1
→ 7	-21
- O=C(NCc1ccco1)/C(=C/c1ccco1)NC(=O)c1ccco1
→ 9	-1
- CCCn1c(NC(=O)c2ccc(Cl)c(S(=O)(=O)N3CCCC3)c2)nc2ccccc21
→ 4	-6
- O=C(/C=C/c1ccc([N+](=O)[O-])cc1)N1CCN(c2ccccc2F)CC1
→ 31	-12
- COc1cccc(Cn2cccc(NC(=O)Nc3ccc(C#N)cc3)c2=O)c1
→ 32	52*
- C[Si](C)(C)n1ccnc1
→ 19	7
- COC(=O)c1ccc(C2NC(=S)N(c3ccccc3)C(C)=C2C(=O)Nc2ccccc2OC)cc1 (configuration not stated)
→ 1	-10

# OX1R antag-2: hit marks shown above.
# Values run as follows: OX1R antag-1	OX1R antag-2
- COc1cccc(Cn2cccc(NC(=O)Nc3ccc(C#N)cc3)c2=O)c1
→ 32	52*

# (cont.)
# Values run as follows: OX1R antag-1	OX1R antag-2
- N#Cc1cccc(NS(=O)(=O)c2ccccc2Cl)c1
→ 2	-1
- CC(C)(C)C1CCC(C(=O)Nc2ccccc2)CC1 (configuration not stated)
→ 21	-12
- O=C(CCN1C(=O)c2ccccc2S1(=O)=O)N1CCN(c2ccccc2)CC1
→ 5	2
- Cc1noc(C)c1NC(=O)Nc1ccc2c(c1)C(=O)N([C@H](C)CO)C[C@H](C)[C@@H](CN(C)C(=O)Nc1ccccc1)O2
→ -4	-5
- CCCCOC(=O)Nc1cccc(Cl)c1C
→ 10	-5
- CCN(CC)C(=O)CCSc1nnc(-c2ccncc2)o1
→ 13	-18
- Cc1cccc(Nc2nnc(SCC(=O)NCC3CCCO3)s2)c1C (configuration not stated)
→ 5	-21
- C=CCn1c(CCNC(=O)c2ccccc2F)nnc1SCC(=O)Nc1ccccc1F
→ 15	-25
- CC(C)CCN(C(=O)C1CCCC1)c1c(N)n(Cc2ccccc2)c(=O)[nH]c1=O
→ 7	-23
- COC(/C=C/Nc1ccc(C)cc1)=C(C#N)C#N
→ 10	-6
- CCOc1ccc(S(=O)(=O)N2CCN(C(=O)c3cccn3C)CC2)cc1
→ 8	-21
- c1ccc(CCNc2nc(-c3ccncc3)cs2)cc1
→ 52	-16
- CC(C)n1c(NCc2ccc(N(C)C)cc2)nc2ccccc21
→ 0	-32
- O=C1CCCc2nn(-c3ccccc3)c(-c3ccncc3)c21
→ 5	-18
- O=C(Cn1c(=O)sc2ccccc21)Nc1nc2c(s1)CCCC2
→ 8	-14
- CC(=O)/C=C/c1ccccc1Oc1c(F)c(F)nc(F)c1F
→ -4	-36
- Cc1ccccc1COC(=O)c1nn(-c2ccccc2)nc1N
→ 18	-22
- O=C(c1ccco1)N(CCC(c1ccccc1)c1ccco1)Cc1ccccc1 (configuration not stated)
→ 10	-21
- Cc1ccc(N2CC(C(=O)Nc3nnc(SCc4ccccn4)s3)CC2=O)cc1 (configuration not stated)
→ 41	-23
- COc1ccccc1NC(=O)c1csc2c1CCCC2
→ 33	-25
- COC(=O)c1cccc(NC(=O)CSc2nnc(C)o2)c1
→ 3	1
- COc1ccc(/C=N/NC(=O)CNC(=O)c2ccc(S(=O)(=O)N3CCOCC3)cc2)c(OC)c1
→ 13	-27
- O=c1c(C(c2ccc(Br)cc2)c2c(O)nc3n(c2=O)CCCS3)c(O)nc2n1CCCS2
→ 3	2
- CCCCCCCc1c(C#N)c(N)[nH]c(=S)c1C#N
→ 13	3
- COC(=O)c1c(SCc2cccc3ccccc23)nc(=O)[nH]c1C
→ 7	-30
- C=CCN1CCN(C(c2cccc(OC)c2OC)c2nnnn2CCC(C)C)CC1 (configuration not stated)
→ 21	-26
- CC(C(=O)Nc1ccc(Br)cc1)N(C)CC(=O)NCc1ccco1 (configuration not stated)
→ -6	-21
- O=C(CCN=C1NS(=O)(=O)c2ccccc21)NCc1ccccc1F
→ 4	-21
- CC(=O)N1CCC(=NNC(=O)c2cccs2)CC1
→ 38	7
- O=C(NC1CCCCC1)N(Cc1ccc(F)cc1)Cc1nc2ccccc2c(=O)[nH]1
→ 27	-44

# Continued (4 carried over from the part before).
# Values run as follows: OX1R antag-1	OX1R antag-2
- CC(C(=O)Nc1ccc(Br)cc1)N(C)CC(=O)NCc1ccco1 (configuration not stated)
→ -6	-21
- O=C(CCN=C1NS(=O)(=O)c2ccccc21)NCc1ccccc1F
→ 4	-21
- CC(=O)N1CCC(=NNC(=O)c2cccs2)CC1
→ 38	7
- O=C(NC1CCCCC1)N(Cc1ccc(F)cc1)Cc1nc2ccccc2c(=O)[nH]1
→ 27	-44
- CS(=O)(=O)NN1C(=O)c2ccccc2NC1c1c[nH]c2ccccc12 (configuration not stated)
→ 8	-13
- CCCCOc1cccc(C(=O)N(Cc2ccco2)C2CCS(=O)(=O)C2)c1 (configuration not stated)
→ 2	-37
- CCOc1cc(/C=C(\C#N)c2[nH]nc(N)c2C#N)ccc1O
→ 21	17
- COc1ccc(/C(O)=C2\C(=O)C(=O)N(c3cc(C)on3)C2c2ccccc2OC)cc1 (configuration not stated)
→ 25	-14
- COC(=O)c1ccc2nc(Nc3nc4ccc(F)cc4s3)sc2c1
→ 24	-27
- O=C(COC(=O)c1ccccc1NC(=O)c1ccco1)Nc1ncc(Cl)cc1Cl
→ 17	-19
- COc1ccccc1NC(=O)c1cc(OC)c(OC)cc1[N+](=O)[O-]
→ 15	-7
- COc1cccc(N2CCN(CC(=O)Nc3nc(C)c(C(=O)N(C)C)s3)CC2)c1
→ 11	-12
- O=S(=O)(NN=C1CCCCC1)c1ccccc1
→ 10	-10
- CCCSc1nnc(N2C(=O)CC(c3ccsc3)C3=C2CCCC3=O)s1 (configuration not stated)
→ 18	-21
- CCCOC(=O)C1=C(C)NC2=C(C(=O)C(C(=O)OC)C(C)C2)C1c1ccc(N(C)C)cc1 (configuration not stated)
→ 14	-19
- Cc1cc2c(cc1S(=O)(=O)CCC(=O)NCc1ccccc1)OCC(=O)N2
→ -4	1
- O=C(Nc1ccc(-c2nnc3n2CCCCC3)cc1)c1ccco1
→ 20	-13
- COC(=O)CCCC(=O)NC1CC(C)(C)Cc2c1cnn2-c1ccc(C)cc1 (configuration not stated)
→ 18	-12
- Cc1nc(-c2cccnc2)sc1C(=O)Nc1ccc(C(F)(F)F)cc1
→ 15	-13
- O=S(=O)(NCc1cccs1)c1ccc(Br)s1
→ 10	0
- O=C(O)CCc1ccc(-c2ccc(F)cc2)n1CC(=O)O
→ 6	6
- CC(=O)/C(=C/N(C)C)Sc1ccc(C)cc1
→ 11	4
- COc1ccc(C(=O)C2CCCN(Cc3cccn3-c3ccccn3)C2)c(OC)c1 (configuration not stated)
→ 16	-18
- Cc1cc(=S)n(-c2ccccc2)n1C
→ 5	-4
- Cc1ccc(N2CCN(/N=C/C(Cl)=C/c3ccccc3)CC2)cc1
→ 15	-8
- O=C(NC(=S)Nc1ccccc1Br)C1CCCCC1
→ 20	-1
- NC(=O)c1ccc(NC(=O)C#Cc2ccccc2)cc1
→ 11	-4
- COc1ccc2c(c1)C(=O)Cc1ccccc1O2
→ 10	-18
- CCO[C@H]1OC(C(=O)NCc2ccccc2)=C[C@@H](C2CC2)[C@@H]1CCCO
→ 24	-9
- COc1cccc(C(=O)/C=C/Nc2ccc(S(=O)(=O)Nc3onc(C)c3C)cc2)c1
→ 7	-16
- C=C(C)c1cccc(C(C)(C)NC(=O)N2CCC(C(N)=O)CC2)c1
→ 19	-18
- CCOc1ccccc1NC(=O)c1ccc2c(c1)C(=O)N(C(C)(C)C)C2=O
→ -3	-17
- Cc1ccc(C(=O)NCC(=O)OCC(=O)Nc2cc(S(=O)(=O)N3CCOCC3)ccc2Cl)s1
→ 4	-26
- Cc1cc(NC(=O)Nc2cccc(Cl)c2)n(C(C)(C)C)n1
→ 15	-6

# 4 entries from above, in CSV form.
SMILES,OX1R antag-1,OX1R antag-2
NC(=O)c1ccc(NC(=O)C#Cc2ccccc2)cc1,11,-4
Cc1ccc(C(=O)NCC(=O)OCC(=O)Nc2cc(S(=O)(=O)N3CCOCC3)ccc2Cl)s1,4,-26
COc1cccc(C(=O)/C=C/Nc2ccc(S(=O)(=O)Nc3onc(C)c3C)cc2)c1,7,-16
COC(=O)c1ccc2nc(Nc3nc4ccc(F)cc4s3)sc2c1,24,-27

# Single entries from the results shown:
# `Cc1ccc(N2CCN(/N=C/C(Cl)=C/c3ccccc3)CC2)cc1` in OX1R antag-2 shows -8
# `CCOc1cc(/C=C(\C#N)c2[nH]nc(N)c2C#N)ccc1O` in OX1R antag-2 shows 17
# `C=C(C)c1cccc(C(C)(C)NC(=O)N2CCC(C(N)=O)CC2)c1` in OX1R antag-1 shows 19
# `O=S(=O)(NN=C1CCCCC1)c1ccccc1` in OX1R antag-2 shows -10

# More compounds
# Values run as follows: OX1R antag-1	OX1R antag-2
- COC(=O)CCNC(=O)Cc1c(C)n(C(=O)c2ccc(Cl)cc2)c2ccc(OC)cc12
→ 26	-26
- COc1ccc(NS(=O)(=O)c2c(C)[nH]c(=O)[nH]c2=O)cc1OC
→ -4	-5
- CCOC(=O)C1CCN(CC(=O)c2ccc(O)c(C)c2O)CC1
→ 8	1
- Cc1ccc2nc(C)c(C(=O)NN=C3CCCCCC3)n2c1
→ 16	-12
- CC1CCN(S(=O)(=O)c2ccc3c(c2)CC(C)N3C(=O)C2CCC2)CC1 (configuration not stated)
→ 19	-9
- CC(CCc1ccccc1)NC(=O)c1cccs1 (configuration not stated)
→ 7	9
- CCOC(=O)CC/C(=N\NC(N)=O)c1ccc(OC)c(Cl)c1
→ 9	7
- Cc1c(C(=O)O)sc2nc(/C=C/c3ccccc3OC(F)F)[nH]c(=O)c12
→ 4	5
- O=CN1CCN(C(=O)c2ccccc2F)CC1
→ 8	-8
- COC(=O)c1cc(Br)c(=O)n(CCN2CCOCC2)c1
→ 12	-12
- COC(=O)c1c(C)[nH]c(C(=O)OCC(=O)NCC(C)C)c1C
→ 10	-22
- O=C(c1ccco1)N1CCN(c2nnc(-c3ccccc3)c3ccccc23)CC1
→ 8	-37
- Cc1cccc(NS(=O)(=O)Cc2ccccc2)n1
→ 13	-20
- O=C(NCc1nc2ccccc2[nH]1)c1cccc(S(=O)(=O)N2CCCC2)c1
→ 31	-17
- O=C(Nc1nc(-c2ccccc2)cs1)c1ccc2c(c1)S(=O)(=O)c1ccccc1C2=O
→ 19	-13
- CCn1c(SCC(=O)Nc2ccc(C)cc2)nnc1-c1ccccn1
→ 10	-13
- O=C(CCNS(=O)(=O)c1ccc(Cl)cc1)N1CCN(Cc2ccccc2)CC1
→ 29	-15
- Cc1ccc2c(c1)N=C(c1ccc(F)cc1)CO2
→ 11	-26
- N#Cc1cc2[nH]c3ccccc3c2[n+](-c2ccc([N+](=O)[O-])cc2)c1N
→ 124*	4
- CCC(=O)N1N=C(c2ccccc2)CC1c1ccccc1 (configuration not stated)
→ 5	-1
- O=C(NCCCn1ccnc1)c1cc2c(ccc3ccccc32)o1
→ 27	-5
- COc1ccccc1N1CCN(Cc2ccc(O)c3ncccc23)CC1
→ 8	-22
- C=CCc1cc(OC)ccc1OCCN1CC(C)OC(C)C1 (configuration not stated)
→ 3	-18
- O=C(Cc1ccc(F)cc1)OCC(=O)c1cc2ccccc2o1
→ 23	-26
- CCOC(=O)C1(Cc2cccc(F)c2)CCN(C(=O)COC)CC1
→ 10	-15
- O=C(Nc1ccc2c(c1)CCCN2C(=O)c1ccccc1)c1ccccc1
→ 12	-17
- c1ccc(-c2cn3c4c(sc3n2)CCCC4)cc1
→ 40	-34
- CC(=O)c1ccc(NC(=O)CSc2ccc3nnc(-c4ccccn4)n3n2)cc1
→ 31	-18

# Screening results as filed in PubChem.
